From PubChem BioAssay
Fam108B inh = mouse Fam108B serine hydrolase inhibitors, primary screen, counter-screen for RBBP9 inhibitor project, biochemical, fluorescence polarization; recombinant Fam108B, FP-Rh probe fluorescence polarization; AID 1947, 2009; 300,000 tested, 0.33% active; inhibition, % at 9.51 µM;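 active = inhibition above the screen mean inhibition plus 3 SD, computed separately per campaign, cut at about 18% in these data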;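 also: inhibitors lower polarization as less probe binds the enzyme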
MEX-5 binding = MEX-5 zinc finger RNA-binding disruptors – biochemical, C. elegans, fluorescence polarization, MLPCN library, primary screen; AID 1832, 2009; 300,000 tested, 0.38% active; MEX-5/FITC-TCR2 RNA binding; hits give low values; activity score (negative = inhibition of binding), % at 10 µM;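 active = inhibition past about -25% in most replicates, and total fluorescence under double the plate's negative control median, limit read from the data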;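 also: 0% = DMSO and -100% = 5 µM competing unlabeled TCR2 RNA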
PME-1 primary = PME-1 inhibitors via competitive probe labeling, primary screen, biochemical, fluorescence polarization, FP-Rh probe, HTS | recombinant PME-1 | AID 2130, 2009 | 320,000 tested, 0.53% active | inhibition, % at 5.9 µM | Protein phosphatase methylesterase 1 (Homo sapiens), Q9Y570;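 active = inhibition above the campaign mean of all compounds plus 3 SD, cut at about 26% in these data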;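 also: competitive labeling of PME-1 active site by serine hydrolase directed probe; 0% = PME-1 with DMSO and 100% = wells lacking PME-1 enzyme; inhibitors block probe labeling so polarization falls and inhibition rises; many of its hits are not listed in these tables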
Target sequence (Q9Y570 whole entry, looked up): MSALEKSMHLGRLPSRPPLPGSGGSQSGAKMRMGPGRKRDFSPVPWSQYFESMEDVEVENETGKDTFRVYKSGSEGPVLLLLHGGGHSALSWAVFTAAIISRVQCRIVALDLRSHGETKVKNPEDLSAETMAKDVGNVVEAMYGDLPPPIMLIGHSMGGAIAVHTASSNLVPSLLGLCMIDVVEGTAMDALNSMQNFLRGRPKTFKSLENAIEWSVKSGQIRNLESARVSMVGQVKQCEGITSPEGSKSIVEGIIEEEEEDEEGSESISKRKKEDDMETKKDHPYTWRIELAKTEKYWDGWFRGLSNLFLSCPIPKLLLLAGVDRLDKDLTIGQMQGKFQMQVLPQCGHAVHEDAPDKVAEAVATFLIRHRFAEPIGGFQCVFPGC
TPT1 inhibitor = Candida albicans TPT1 enzyme inhibitors, primary screen, biochemical, fluorescence polarization. tRNA 2'-phosphotransferase TPT1 (Candida albicans SC5314). recombinant caTPT1, FP RNA substrate dephosphorylation. inhibition, % at 5 µM. 300,000 tested, 0.81% active. AID 1962, 2009;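 active = inhibition above the mean of all tested compounds plus 3 SD, set per screening campaign, cut at about 24% in these data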;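 also: plate controls were DMSO alone for no effect and ferristatin control at 100 nM for full effect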
MCL1-BIM inh = inhibitors of MCL1 binding to BIM-BH3, primary screen, biochemical, fluorescence polarization | GST-MCL1 / FITC-Bim-BH3 fluorescence polarization | Induced myeloid leukemia cell differentiation protein Mcl-1 (Homo sapiens), Q07820 | 320,000 tested, 0.68% active | inhibition, % at 10.9 µM;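 active = inhibition above the mean inhibition of all tested compounds plus 3 SD, set per campaign, cut at about 40% in these data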;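 also: 0% = DMSO wells and 100% = unlabeled Bim-BH3 peptide control; higher means more loss of mP so more displacement of Bim peptide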
GSTO1 inh = inhibitors of recombinant GSTO1, primary screen, counter-screen for RBBP9 inhibitor project, biochemical, fluorescence polarization | Glutathione S-transferase omega-1 (Homo sapiens), P78417 | inhibition, % at 5.96 µM | activity-based probe fluorescence polarization | 300,000 tested, 1.1% active | AID 1974, 2009;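 active = inhibition above the campaign mean inhibition plus 3 SD, cut at about 35% in these data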;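 also: 0% = GSTO1-1 with DMSO and 100% = wells lacking GSTO1-1 enzyme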
Target sequence (P78417 whole entry, looked up): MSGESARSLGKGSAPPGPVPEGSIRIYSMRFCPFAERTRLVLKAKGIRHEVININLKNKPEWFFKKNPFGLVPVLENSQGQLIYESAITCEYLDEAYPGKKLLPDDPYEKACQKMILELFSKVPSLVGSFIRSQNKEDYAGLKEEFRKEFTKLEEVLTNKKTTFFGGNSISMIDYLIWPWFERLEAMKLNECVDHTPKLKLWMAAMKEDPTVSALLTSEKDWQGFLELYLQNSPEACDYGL
GLD-1 TGE inh = GLD-1/TGE RNA complex disruptors, primary screen, biochemical, fluorescence polarization. Female germline-specific tumor suppressor gld-1 (Caenorhabditis elegans), Q17339. inhibition, % at 5.96 µM. AID 2280, 2010. purified GLD-1 + fluorescein TGE RNA. 320,000 tested, 0.44% active;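 active = percent inhibition above a per-plate cutoff, the plate mean of test compounds plus 3 SD, cut at about 30% in these data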;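 also: 0% = DMSO wells with GLD-1 and probe and 100% = wells lacking GLD-1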
PAD4 inh = human PAD4 inhibitors, primary screen, biochemical, fluorescence polarization, 1536-well format; Protein-arginine deiminase type-4 (Homo sapiens), Q9UM07; recombinant PAD4, RCA probe fluorescence polarization; inhibition, % at 6.36 µM; 330,000 tested, 0.41% active; AID 485272, 2010;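 active = percent inhibition above a cutoff equal to the mean of all tested compounds plus 3 SD, cut at about 15% in these data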;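 also: 0% = PAD4 with RCA probe and DMSO and 100% = probe without PAD4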
BCLXL inh = inhibitors of human Bcl-xL, primary screen, biochemical, fluorescence polarization, HTS. Bcl-2-like protein 1 (Homo sapiens), Q07817. GST-Bcl-xL / FITC-Bim BH3 peptide fluorescence polarization. inhibition, % at 10.9 µM. 320,000 tested, 0.7% active;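 active = inhibition above the mean of all tested compounds plus 3 SD, cutoff set per campaign, cut at about 30% in these data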;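 also: 0% = DMSO wells and 100% = unlabeled Bim-BH3 peptide competitor; inhibitors lower millipolarization by displacing the labeled peptide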
Target sequence (Q07817 whole entry, looked up): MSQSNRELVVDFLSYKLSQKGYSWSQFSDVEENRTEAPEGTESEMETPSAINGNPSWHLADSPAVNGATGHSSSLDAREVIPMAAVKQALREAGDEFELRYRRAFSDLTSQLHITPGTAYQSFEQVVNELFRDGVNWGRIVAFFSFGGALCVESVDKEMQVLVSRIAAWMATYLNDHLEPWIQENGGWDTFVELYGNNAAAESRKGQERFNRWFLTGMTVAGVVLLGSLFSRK
Numbers without * were called inactive; nt = not tested or not shown.

no.	compound	GLD-1 TGE inh	PAD4 inh	Fam108B inh	TPT1 inhibitor	BCLXL inh
1	O=c1[nH]c2c(c3c1CCCC3)CCCC2	17	0	-1	-1	3
2	Cc1nn(-c2ncc(C(F)(F)F)cc2Cl)c(=O)n1-c1ccccc1	3	2	1	-3	6
3	Cc1cccc(-n2nc(C)cc2N)c1	4	-4	-3	-3	-1
4	Cc1cc(C)nc(Nc2n[nH]c(-c3cccc4ccccc34)n2)n1	-1	1	-6	4	-1
5	COCCN(C(=O)COC(=O)c1sccc1C)c1c(N)n(Cc2ccccc2)c(=O)[nH]c1=O	4	5	5	1	1
6	COc1ccc(CCNC(=O)Nc2ccc([N+](=O)[O-])cc2)cc1OC	-1	-2	1	-2	2
7	Cc1ccc(C(=O)NCCN2CCNC2=O)cc1	1	4	8	1	3
8	CN(C)c1ccnc(N(Cc2ccccc2)Cc2ccccc2)c1C#N	9	0	1	-1	0
9	COc1ccc(C(=O)CCc2ccccc2O)c(OC)c1	1	-4	-2	-6	4
10	CC(C)OC(=O)CSc1nnc(-c2ccco2)n1N	-5	-5	10	0	-8
11	COC(=O)C1=CN(Cc2ccc(OC)cc2)C=C(C(=O)OC)C1c1ccc(O)c(OC)c1	4	4	-2	-4	2
12	O=C(O)CC1(CC(=O)NCc2ccc(C(F)(F)F)cc2)CCCCC1	-1	-1	-1	1	5
13	O=C(NNC(=O)C12CC3CC(CC(Cl)(C3)C1)C2)c1ccncc1	-1	2	2	0	2
14	CC1=C/C(=N\N=C2\NC(=O)C(CC(=O)Nc3ccccc3F)S2)CC(C)(C)C1 (configuration not stated)	-2	-5	-5	-1	-11
15	CC(C)COC(=O)/C(C#N)=C/c1cn(Cc2ccccc2)c2ccccc12	0	5	-5	1	6

no.	GSTO1 inh	MCL1-BIM inh	MEX-5 binding	PME-1 primary
1	1	-6	0.0	-7
2	3	3	-2.2	0
3	-7	6	-0.3	3
4	-11	1	1.1	-13
5	2	1	1.6	-2
6	-3	1	4.2	4
7	8	10	-0.9	-2
8	-8	6	0.9	0
9	-2	-12	-3.0	-3
10	2	-13	-1.4	-1
11	10	-5	-1.5	1
12	5	3	-2.4	4
13	6	3	3.0	-1
14	-16	-6	3.3	-5
15	4	5	0.3	3

Entries by screen from above.
GLD-1 TGE inh, entries 10 to 13: -5, 4, -1, -1
PME-1 primary, entries 10 to 13: -1, 1, 4, -1
TPT1 inhibitor, entries 10 to 13: 0, -4, 1, 0

An excerpt of these results, as a markdown table:
| cpd | compound | GLD-1 TGE inh | PAD4 inh | Fam108B inh | TPT1 inhibitor | BCLXL inh | GSTO1 inh | MCL1-BIM inh | MEX-5 binding | PME-1 primary |
| --- | --- | --- | --- | --- | --- | --- | --- | --- | --- | --- |
| 2 | Cc1nn(-c2ncc(C(F)(F)F)cc2Cl)c(=O)n1-c1ccccc1 | 3 | 2 | 1 | -3 | 6 | 3 | 3 | -2.2 | 0 |
| 4 | Cc1cc(C)nc(Nc2n[nH]c(-c3cccc4ccccc34)n2)n1 | -1 | 1 | -6 | 4 | -1 | -11 | 1 | 1.1 | -13 |
| 14 | CC1=C/C(=N\N=C2\NC(=O)C(CC(=O)Nc3ccccc3F)S2)CC(C)(C)C1 (configuration not stated) | -2 | -5 | -5 | -1 | -11 | -16 | -6 | 3.3 | -5 |

Next structures follow:
no.	compound	GLD-1 TGE inh	PAD4 inh	Fam108B inh	TPT1 inhibitor	BCLXL inh
16	Cn1ccc(NC(=O)c2ccc([N+](=O)[O-])cc2)n1	6	2	nt	nt	-2
17	COc1ccc(C(=O)/C=C/c2ccc(O)cc2)c(O)c1CC=C(C)C	-1	-3	-7	6	3
18	O=C(CSc1nnc2c(Cl)cc(C(F)(F)F)cn12)NCc1ccc(F)cc1	0	-6	3	1	-2
19	COc1ccc(NC(=O)Nc2cccc([N+](=O)[O-])c2)cc1Cl	-11	0	32*	1	-1
20	COc1cc(CN2CC(C)OC(C)C2)cc(OC)c1 (configuration not stated)	2	-4	1	2	0
21	CC1(C)Cc2ccccc2C2=NNC(=O)C2=N1	-10	4	2	4	2
22	Cc1cc2c(c(SCC(=O)Nc3ccc(C)c(C)c3)n1)C(=O)OC2	6	-2	0	-1	4
23	O=c1cc(O)c2sc3nc4c(c(C(F)(F)F)c3c2[nH]1)CCCCC4	0	1	-5	0	1
24	O=C(C[N+]1(CC#Cc2ccccc2)CCCCC1)c1ccccc1	7	-3	-1	1	5
25	Cc1ccc(OCC(=O)Nc2ccc3c(c2)nc(CCN2CCN(C)CC2)n3C)cc1	-7	-1	-1	1	-5
26	COc1ccc(NC(=O)C2CCN(C(=O)NCc3ccccc3)CC2)cc1	1	4	-1	-2	0
27	Cc1cc(C(=O)CN(Cc2ccc(F)cc2)S(=O)(=O)c2ccc3c(c2)OCCO3)c(C)n1C	-2	4	-2	1	4
28	CC1Cc2ccccc2N1CC(=O)Nc1ccc(Cl)c(S(=O)(=O)N(C)C)c1 (configuration not stated)	1	0	2	-1	11
29	CN1CCN(c2oc(-c3ccco3)nc2S(=O)(=O)c2ccccc2)CC1	3	2	0	1	7
30	CCOc1ccc(-c2cccc(NS(=O)(=O)c3cc([N+](=O)[O-])ccc3C)c2)nn1	-9	-2	-2	-1	4

no.	GSTO1 inh	MCL1-BIM inh	MEX-5 binding	PME-1 primary
16	nt	-3	nt	-4
17	-7	3	1.7	-12
18	0	0	-0.1	9
19	-14	-7	1.7	42*
20	5	-3	-1.8	0
21	56*	-4	0.2	3
22	-5	7	1.3	2
23	-3	-2	2.9	-6
24	-2	-4	0.0	-2
25	-4	-1	nt	-7
26	0	1	2.3	-6
27	5	0	0.1	1
28	-9	7	-1.2	8
29	8	10	0.8	4
30	4	1	2.0	1

Next part, starting with the last 2 of the part before.
no.	compound	GLD-1 TGE inh	PAD4 inh	Fam108B inh	TPT1 inhibitor	BCLXL inh
29	CN1CCN(c2oc(-c3ccco3)nc2S(=O)(=O)c2ccccc2)CC1	3	2	0	1	7
30	CCOc1ccc(-c2cccc(NS(=O)(=O)c3cc([N+](=O)[O-])ccc3C)c2)nn1	-9	-2	-2	-1	4
31	CC(C)(C)C(=O)NC1CCN(S(=O)(=O)c2ccccc2F)CC1	8	-1	-2	-1	3
32	CC(C)CN(CC(C)C)C(=O)C12CCC(C)(C(=O)C1)C2(C)C (configuration not stated)	6	-2	0	-4	6
33	Cc1ccc2c(c1)C1CN(C)CCC1N2C(=O)c1ccccc1NS(=O)(=O)c1ccc(F)cc1 (configuration not stated)	-5	2	0	-2	3
34	CCOC(=O)N1CCN(C(=O)c2cc(S(=O)(=O)N3CCCC3)cn2C)CC1	-1	0	1	-7	10
35	CCOc1ccc(C(O)c2nccn2Cc2ccccc2)cc1 (configuration not stated)	3	-2	0	0	0
36	CCc1ccccc1NC(=O)C1NC(=O)CC1c1ccccc1 (configuration not stated)	5	8	4	-5	7
37	COc1cc(C(C(=O)NC2CCCC2)N(C(=O)c2ccco2)c2ccccc2C(C)=O)cc(OC)c1OC (configuration not stated)	-5	-2	4	-2	0
38	CCCCN(C1CCS(=O)(=O)C1)S(=O)(=O)c1cc(C)ccc1C (configuration not stated)	0	-4	-3	2	-2
39	CC(C)c1nnc(NC(=O)C2CCN(c3nc4ccccc4s3)CC2)s1	-5	-3	4	0	0
40	O=C(CSc1nc2ccccc2nc1N1CCOCC1)N1CCN(c2ccccc2)CC1	2	3	2	-2	6
41	CC(=O)N1CCN(C2=NC(=O)C(=C3CCCCC3)S2)CC1	-3	1	0	-2	8
42	CC(=O)Nc1c(O)n(C)c2ccccc12	-1	-1	0	0	-1
43	Cc1cc(=O)n(CC(=O)Nc2cc(Cl)ccc2C)c(C(C)C)n1	5	-2	0	0	3
44	O=C(O)c1ccccc1-c1c2cc(I)c(=O)c(I)c-2oc2c(I)c(O)c(I)cc12	49*	-123	-347	-51	110*
45	O=C(CSc1nnc(-c2ccccn2)n1Cc1ccco1)Nc1ccc2c(c1)OCO2	4	0	3	-3	-3

no.	GSTO1 inh	MCL1-BIM inh	MEX-5 binding	PME-1 primary
29	8	10	0.8	4
30	4	1	2.0	1
31	6	4	2.4	1
32	5	6	-1.7	-2
33	-5	0	nt	11
34	-2	4	-1.1	6
35	8	3	-3.4	4
36	2	5	-1.6	-6
37	3	1	-0.9	0
38	-11	-9	1.4	2
39	5	-4	-4.6	2
40	5	5	2.1	0
41	0	-2	2.7	3
42	-1	5	-0.4	0
43	3	8	0.7	-4
44	-196	115*	nt	-370
45	1	-2	1.1	0

Next section.
no.	compound	GLD-1 TGE inh	PAD4 inh	Fam108B inh	TPT1 inhibitor	BCLXL inh
46	CN(CC(=O)Nc1ccc(F)cc1)C(=O)c1cccc(NS(=O)(=O)c2ccccc2)c1	-11	0	nt	nt	2
47	CCc1ccccc1NC(=O)CCS(=O)(=O)c1ccc(OC)cc1	7	-1	2	-4	4
48	CCCCN(c1ccccc1)S(=O)(=O)N(C)C	-4	-3	-2	-5	0
49	Cc1ccccc1CN1CCNC(=O)C1CC(=O)N(C)CCC1CCOCC1 (configuration not stated)	13	-7	5	-3	20
50	CC(C)(CNC(=O)c1cc2c(s1)CCCC2)N1CCOCC1	4	0	4	3	2
51	CNC(=O)/C=C1\NC(C)(C)Cc2ccccc21	-4	-2	-3	4	1
52	O=C(NNC(=O)c1nn(-c2ccc(F)cc2)ccc1=O)c1ccc(Cl)cc1	2	2	1	-3	12
53	CC(C)C(NC(=O)c1c(F)cccc1F)C(=O)NCC(c1ccccc1)N(C)C (configuration not stated)	0	2	3	-3	5
54	O=C1CCCC(O)=C1C1C2=C(CCCC2=O)Oc2ccccc21 (configuration not stated)	1	-2	-1	-1	3
55	O=C(Nc1nnc(-c2ccc3c(c2)OCCO3)o1)c1ccc(Cc2ccccc2)cc1	1	-7	-10	1	2
56	Cc1onc(-c2c(Cl)cccc2Cl)c1C(=O)Nc1ccc2c(c1)OCO2	4	-3	-2	-1	4
57	Cc1ccc2c(CC(=O)Nc3ccc(F)c(S(=O)(=O)N4CCOCC4)c3)coc2c1	6	0	nt	nt	-7
58	c1ccc(NCc2nnc3n2CCCCC3)cc1	2	-6	5	-3	-1
59	O=C(C1CCN(S(=O)(=O)c2cccc3nsnc23)CC1)N1CCN(c2ccccc2F)CC1	3	-4	0	2	0

no.	GSTO1 inh	MCL1-BIM inh	MEX-5 binding	PME-1 primary
46	nt	-8	nt	-2
47	-5	31	-3.3	0
48	7	-7	-1.2	1
49	1	12	-0.6	5
50	3	-2	1.8	2
51	-1	-3	2.0	3
52	9	5	nt	-4
53	1	1	-1.7	-1
54	10	5	0.9	-6
55	-1	-3	0.7	-11
56	-1	1	-0.5	3
57	nt	7	nt	-6
58	-4	-3	2.1	9
59	-3	-2	-1.2	12

A portion of the library; the hit share may differ from the screen's.
